# aGlu spleen mod: inhibitors or activators of human alpha-glucosidase in spleen homogenate; Potency, µM (top dose mostly 79.9 µM), without a hit: at the top dose activity change, negative = inhibition, hits mostly inhibitors; P10253; human spleen homogenate, 4-MU-alpha-glucoside fluorescence; AID 2112; hit rate 0.006% among 240,000;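 note: 0% = enzyme with vehicle and -100% = no enzyme basal signal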
#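 Enzyme source: human spleen homogenate, 1 ug/well. Buffer 50 mM citric acid/K phosphate pH 5.0, 0.01% Tween-20. 4-MU-alpha-glucoside 1 mM; 37 C x 40 min; NaOH/glycine stop; fluorescence.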
# HTT cytoprotect: protects HTT-Q103 PC12 cells, measured by ATP; PC12 HTT-Q103 induced, cytoprotection, ATP luminescence, 40 h; Potency, µM (titrated, usually from 56.4 µM), inactives show cytoprotection (ATP increase), actives largely listed as activators; hit rate 0.14% among 230,000; AID 1471;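 note: % of control where 0% means no effect; nearly all actives have a fitted effect of over 45% in size; toxic huntingtin expression switched on by the ecdysone agonist tebufenozide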
#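 Quantitative HTS on tebufenozide-induced (100 nM) PC12 cells expressing HTTQ103 exon 1–GFP; compounds tested as a concentration series; survival measured via cellular ATP.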
# HTT aggregate: reduces HttQ103-GFP aggregates in PC12 cells. PC12 HttQ103-GFP aggregates, Acumen cytometry, 40 h. Potency, µM (doses to about 46.1 µM), for the others: at the top dose activity change, negative = inhibition, actives largely listed as inhibitors. hit rate 1.1% among 220,000. AID 1688; note: % is set by controls: 0 for no effect and ±100 for the full control effect; nearly all actives have a fitted effect of over 60% in size
#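 Inducible Q103 Huntingtin exon 1–GFP PC12 line, 1500 cells/well in phenol red free DMEM with 5% equine and 5% calf serum. Tebufenozide 100 nM induced expression; compounds titrated; aggregates quantified by cytometry.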
# IMPase Li inh: membrane-permeable IMPase blocker, potentiated with lithium | CHO-M1 cells, IP1 TR-FRET (IP-One), carbachol + lithium | Potency, µM (doses to about 59.4 µM), for inactives: top-dose activity, negative = IMPase inhibition, hits mostly inhibitors | hit rate 0.35% among 210,000;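 note: IP1 builds up when IMPase is blocked and the TR-FRET signal falls; plate controls were basal vehicle for no effect and high inhibitor control for full effect; nearly all actives have a fitted effect of over 50% in size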
#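 Test compounds were applied to CHO-M1 cells previously cultured for 16–30 h at 2000 per well. A small lithium amount accompanied them; after 30 min at 37C, IP1 was quantified by TR-FRET.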
# GAA glycogen: GAA glycogen-cleavage inhibition or activation; Potency, µM (series often up to 76.4 µM), for the others: at the highest dose activity change, negative = inhibition, hits mostly inhibitors; P10253; AID 2100; recombinant GAA, glycogen substrate, Amplex Red glucose oxidase fluorescence; hit rate 0.38% among 300,000;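 note: 0% = full enzyme reaction and -100% = no-enzyme basal signal; the screen sought inhibitors and activators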
#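 Natural-substrate format: glycogen cleavage by 4 nM human enzyme, glucose read by Amplex Red coupling (Ex 573, Em 610 nm). Normalized to enzyme and no-enzyme controls.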
# GAA inh: blocks human lysosomal alpha-glucosidase. P10253. purified human GAA, 4-MU-alpha-glucoside fluorescence. Potency, µM (doses to about 76.9 µM), for inactives: at the highest dose activity change, negative = inhibition, usual class: inhibitors. hit rate 0.005% among 200,000;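 note: plate controls were uninhibited enzyme wells for no effect and no-enzyme background for full effect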
#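 Human enzyme at 4 nM with 400 uM 4-methylumbelliferyl-alpha-D-pyranoside, citrate/phosphate buffer pH 5.0, 0.005% Tween-20, 20 min at room temperature. Compounds up to 77 uM. 4-MU fluorescence (Ex 365/Em 440) read after NaOH/glycine stop; AC50 from Hill fit.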
# RGS12 GoLoco inh: blocks human Gai1 binding to RGS12 GoLoco peptide, red readout; AID 880; Potency, µM (top dose mostly 61.6 µM), for the others: at the top dose activity, negative = inhibition, usual class: inhibitors; hit rate 0.44% among 230,000; P63096; Gai1:RGS12 GoLoco peptide FP, rhodamine, 10 min; active = well fitted inhibition curve with a large enough effect, not every such curve was filed as active; inactive = no such curve, though single readings can be large or run the other way; note: % is set by controls: 0 for no effect and ±100 for the full control effect; nearly all actives have a fitted effect of over 30% in size; many of its hits are not listed in these tables
# Target sequence (P63096 whole entry, looked up): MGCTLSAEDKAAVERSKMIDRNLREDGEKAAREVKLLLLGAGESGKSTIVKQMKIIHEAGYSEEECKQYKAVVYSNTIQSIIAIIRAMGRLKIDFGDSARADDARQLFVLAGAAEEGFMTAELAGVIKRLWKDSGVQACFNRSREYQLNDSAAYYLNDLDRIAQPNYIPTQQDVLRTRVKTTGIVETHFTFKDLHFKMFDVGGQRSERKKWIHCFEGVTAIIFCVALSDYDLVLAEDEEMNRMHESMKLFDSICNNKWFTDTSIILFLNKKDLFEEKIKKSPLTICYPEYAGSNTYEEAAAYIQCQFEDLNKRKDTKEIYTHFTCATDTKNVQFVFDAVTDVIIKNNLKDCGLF
# * = called active by the depositor; ? = inconclusive; nt = no result given; & = joins results of further samples; [ ] = remark or other dose. Unless noted, calls come from the whole dose curve; as a rule, active = well fitted curve in the direction sought with a large enough effect; inconclusive = small, poorly fitted or top-dose-only effect, or another doubt; inactive = no such curve, though single readings can be large; an effect the other way counts as inactive or inconclusive. Potency is the fitted concentration of half-maximal effect. The list is partial; count on the stated rates, not on these rows.
SMILES,aGlu spleen mod,HTT cytoprotect,HTT aggregate,IMPase Li inh,GAA glycogen,GAA inh,RGS12 GoLoco inh
COc1cc(/C=C2\CCc3c2nc2ccccc2c3C(=O)O)cc(OC)c1OC,3%,-68%[inhibitor][10 µM],20%[9.22 µM],nt,4%,3%[15.4 µM],10%
COc1ccccc1OCC(=O)OCC(=O)Nc1sccc1C(N)=O,-6%,12%[10 µM],12%,0%,-2%,5%,2%
CCOC(=O)n1c(=O)oc2cc(S(=O)(=O)N3CCOCC3)ccc21,-5%,-6%,25%,nt,7%,-9%,nt
O=S(Cc1cc(Oc2ccccc2)nc(-c2ccccc2)n1)c1ccccc1 (configuration not stated),-5%,2%,-7%,5%[38.3 µM],-8%,2%,3%
O=S(=O)(c1ccccc1)N1C2CCC1CC(O)(c1cccnc1)C2 (configuration not stated),-7%,-17%[10 µM],3%,4%[38.3 µM],-10%,-3%,9%
O=C(OCCNC(=O)c1cc2ccccc2oc1=O)c1cccnc1,-5%,8%,13%,-9%[38.3 µM],11%,-4%,7%
CCC(C)(C)n1nnnc1C(C(C)C)N(CCN1CCOCC1)Cc1cc2cccc(C)c2[nH]c1=O (configuration not stated),-9%,-16%,-5%,46%[activator][38.3 µM],4%,?,-7%
Clc1ccc(Nc2nc(-c3cccs3)cs2)nc1,-5%,-7%[0.074 µM],?,28%[38.3 µM],-19%,-9%,-5%
Cc1nc2ccccc2c2c1C(=O)N(C(C)C)C2=O,6%,0%,-6%,6%[38.3 µM],2%,-8%,11%
CCOc1ccc(N2C(=O)c3cccnc3C2Nc2ccc(C)c(C)c2)cc1 (configuration not stated),-2%,9%,9%[9.22 µM],24%[38.3 µM],-4%,?,17%
CNC(=O)C(=O)NCCCN1CCOCC1,nt,-30%,-4%,-4%,6%,-1%,-2%
Clc1ccc(Cc2nc(-c3cccnc3)no2)cc1,-1%,-17%,4%,-16%[38.3 µM],?,0%,4%
CCCCc1nc2sc3c(SCC(=O)NCc4ccco4)ncnc3c2c2c1CCC2,-3%,-24%,?,5µM*,6%,1%,0%
CCN(CC)S(=O)(=O)c1cccc(NC(=O)c2ccc(SC)cc2OC)c1,6%,nt,-8%,8%,-11%,-7%,11%
COc1cccc(OC)c1C(=O)N1CC(C)OC(C)C1 (configuration not stated),0%,10%[0.074 µM],-23%,17%[38.3 µM],0%,-4%,-5%
O=C(CC(=O)c1ccccc1)Nc1ccc2c(c1)OCCO2,-2%,-22%,-7%,-12%[38.3 µM],-10%,-11%,4%
Cc1nnc(SCCn2c(N3CCC(Cc4ccccc4)CC3)nc3c2c(=O)[nH]c(=O)n3C)s1,6%,-5%[10 µM],-8%[9.22 µM],nt,-5%,nt,4%
Nc1cccc2nsnc12,-3%,16%&-7%[10 µM],-20%[9.22 µM],nt,-1%,nt,1%
COC(=O)c1ccc(NC(=O)C2CC2)o1,1%,-15%,-6%,-13%[38.3 µM],-20%,-1%,6%
COC(=O)c1cccc(N2C(=O)c3cccnc3C2=O)c1,-23%,4%,2%,-2%[38.3 µM],19%,-16%,-5%

# Single records, as listed above. Values in the order: aGlu spleen mod | HTT cytoprotect | HTT aggregate | IMPase Li inh | GAA glycogen | GAA inh | RGS12 GoLoco inh
# Nc1cccc2nsnc12 reads -3% | 16%&-7%[10 µM] | -20%[9.22 µM] | nt | -1% | nt | 1%
# Cc1nnc(SCCn2c(N3CCC(Cc4ccccc4)CC3)nc3c2c(=O)[nH]c(=O)n3C)s1 reads 6% | -5%[10 µM] | -8%[9.22 µM] | nt | -5% | nt | 4%
# O=C(CC(=O)c1ccccc1)Nc1ccc2c(c1)OCCO2 reads -2% | -22% | -7% | -12%[38.3 µM] | -10% | -11% | 4%

# Continued.
SMILES,aGlu spleen mod,HTT cytoprotect,HTT aggregate,IMPase Li inh,GAA glycogen,GAA inh,RGS12 GoLoco inh
O=C(Nc1ccc2c(c1)CCC2)c1ccc(Br)o1,3%,-40%[inhibitor],6%,23%[38.3 µM],-5%,-4%,-8%
CCOC(=O)CSc1nc(N(C)C)nc(N(C)C#N)n1,6%,23%[10 µM],-6%,8%,0%,-6%,3%
COc1cc(/C=C(/C#N)c2ccc(F)cc2)ccc1Oc1ccc([N+](=O)[O-])cn1,-4%,?,?,11%,1%,?,-2%
Cc1cccc(CS(=O)(=O)Cc2ccc(C(=O)NCc3cccnc3)o2)c1,-1%,17%[10 µM],-2%,15%[38.3 µM],6%,-5%,7%
COC(=O)c1cccc(C23CC4(C2)[C@H](CN(C)[C@@H]4c2ccccc2)C3c2ccc(Cl)nc2)c1 (some centres not stated),-11%,-19%,nt,14%,nt,nt,-3%
O=C(C1=C(O)C(=O)N(Cc2ccco2)C1c1cccnc1)c1cc2ccccc2o1 (configuration not stated),-11%,10%[0.074 µM],1%,8.9µM*,-2%,-3%,0%
O=c1sc(/C=N/Nc2ccccc2)c(Cl)n1Cc1ccccc1,2%,-48%[inhibitor][10 µM],?,-5%,-3%,7%,-21%
CCCCNS(=O)(=O)c1cccc(S(=O)(=O)N2CCCC2)c1,2%,17%,-17%,11%[38.3 µM],2%,1%,1%
CCOc1ccc2nc(NC(=S)N(C)C)sc2c1,-3%,-51%[inhibitor],-18%,23%[38.3 µM],-16%,-9%,-6%
COc1ccc(NC(=S)N2CCN(C(c3ccccc3)c3ccccc3)CC2)cc1OC,0%,5%[10 µM],11%,3%,?,-2%,-8%
CCc1c(C)nc2ncnn2c1NCCc1ccccc1,-8%,-37%,10µM*,5%[38.3 µM],11%,5%,6%
O=C(O)CSCC(=O)NCc1c(Cl)cccc1Oc1ccccc1,0%,0%[10 µM],12%[9.22 µM],nt,1%,nt,-3%
CCc1nnc(SCC(=O)NC2CCCC2)nc1CC,-2%,?,-3%,-6%[38.3 µM],-14%,0%,9%
Cc1ccc(CNC(=O)CCNS(=O)(=O)c2cccc3nonc23)cc1,-2%,8%,31%,20%[38.3 µM],1%,?,9%
O=C1Nc2ccccc2C12OCCCO2,2%,-8%,31%,9%[38.3 µM],2%,?,2%
CCOc1nnc(C)c2c(C)n(-c3cccc(OC)c3)nc12,-2%,17%,7%,-4%[38.3 µM],7%,-5%,8%
CN(C)NC(=S)NC1CCS(=O)(=O)C1 (configuration not stated),-3%,8%[10 µM],-5%[9.22 µM],nt,-1%,nt,4%
CCSc1nnc(CNC(=O)c2ccccc2F)n1-c1ccccc1OC,1%,-8%,5%,33%[activator],14%,-3%,-2%
c1ccc(-c2ccc(OCCOCCn3cncn3)cc2)cc1,-8%,1%,-9%,15%[38.3 µM],1%,-9%,0%
CC1CCCC(NC(=O)C2c3ccccc3C(=O)N2Cc2cccs2)C1C (configuration not stated),1%,-38%[10 µM],14%,6%,-1%,0%,-4%
CCOc1ccc2nc3c(cc2c1)CN(CCCO)C(=NCCOC)S3,0%,-26%,-9%,3%[38.3 µM],-11%,7%,4%
Clc1ccc2oc(-c3ccccn3)nc2c1,-3%,-83%[inhibitor][10 µM],7%,7%[38.3 µM],7%,-13%,59%[activator]
COc1ccc(/C=N/NC(=O)C2C3CCCCC32C)cc1OC (configuration not stated),1%,nt,nt,7%,-2%,-4%,8%
C[C@@H](C(=O)NCc1ccccc1)N1C(=O)C2CC=CCC2C1=O (some centres not stated),0%,1%,-4%,19%[38.3 µM],2%,-6%,-4%
N#CC(C#N)=C1c2cc(S(N)(=O)=O)ccc2-c2ccc(S(N)(=O)=O)cc21,-3%,13%[10 µM],-8%[9.22 µM],12%,30%,?,9%
Cc1nn(C)c(C(=O)Nc2ccn(Cc3ccccc3F)n2)c1[N+](=O)[O-],-3%,-19%,-5%,0%[38.3 µM],10%,?,-17%
Nc1nonc1-c1nc2ccccc2n1CC(=O)O,0%,2%,12%,38%[38.3 µM],3%,-5%,6%
Cc1ccc(NC(=S)N2CCC(N(C)CC3CCCO3)CC2)cc1C (configuration not stated),0%,3%,-6%,8%,4%,2%,-4%
O=C(Nc1cccc(C(F)(F)F)c1)C1CCCN(c2ncccn2)C1 (configuration not stated),2%,-12%[10 µM],9%,7%[38.3 µM],-4%,-7%,2%
Cc1ccc(-c2nc(COC(=O)c3c(C)noc3C)cs2)cc1,2%,-16%[10 µM],?,2%[38.3 µM],-15%,-6%,-7%
CCOC(=O)c1cc(C)nc(Sc2ccc(C)cc2)c1C#N,-6%,13%[10 µM],-13%[9.22 µM],nt,1%,nt,2%
CCOC(=O)/C(C#N)=C/C1=C(N2CCCC2)CC(C)(C)OC1,-10%,-1%,1%,35%[38.3 µM],2%,-6%,0%
COC(=O)c1ccc(C(=O)OC)c(NC(=S)N2CCC(N3CCCCC3)CC2)c1,0%,?,-16%,5%,5%,-1%,1%
CC1CCCCC1NC(=O)CSc1nc2ccccc2c(=O)n1Cc1ccco1 (configuration not stated),-9%,-26%,-18%,-3%[38.3 µM],0%,3%,6%
COC(=O)CN1C(C)=Nc2ccc(Br)cc2C1c1ccccc1 (configuration not stated),-4%,14%[10 µM],-16%,20%,5%,6%,7%
CCOC(=O)c1nn(-c2ccc(OCC)cc2)c2nc(CC(C)C)c(C#N)c(=O)n12,1%,23%[1.9 µM],-26%,-6%,2%,?,-1%
C=CCn1c(SCc2c(C)noc2C)nc2cc(C(=O)O)ccc2c1=O,8%,-149%[inhibitor][0.074 µM],?,-1%[38.3 µM],-2%,1%,7%
Cc1c(C(=O)NCCSCc2c(F)cccc2Cl)cnn1-c1ccc(F)cc1,-6%,-7%[10 µM],-4%[9.22 µM],nt,-5%,nt,-2%
CCCCOC1CC(c2ccc(OCc3ccc(OC)cc3)c(OC)c2)N(C)O1 (configuration not stated),-3%,-7%,?,-5%,-13%,-5%,2%
COC(=O)c1cc(C(=O)N2CCN(c3ccccc3OC)CC2)cc([N+](=O)[O-])c1,3%,?,8%[9.22 µM],6%,1%,0%,17%
O=c1[nH]c(CN2CCN(c3ncccn3)CC2)nc2c(Br)cc(Br)cc12,-10%,-4%[10 µM],8%[9.22 µM],nt,-4%,nt,9%
O=C1CC(c2ccc(F)cc2)C(n2cncn2)C(O)=C1C1NCCc2ccccc21 (configuration not stated),-21%,nt,16%,-1%,-14%,-2%,4%
Cn1c(SCC(=O)N2CCOCC2)nc(O)cc1=O,4%,13%,0%,33%[38.3 µM],5%,0%,-2%
COc1cc(/C=C/C(=O)OCC(=O)NC(=O)NC(C)C)ccc1O,3%,10%[10 µM],22%[9.22 µM],nt,?,nt,10%

# Screens deposited in PubChem by National Center for Advancing Translational Sciences (NCATS).
